Screening data as filed in PubChem BioAssay.
KDM5B inh = Primary screen for KDM5B Histone Demethylases FDH-coupled qHTS | Lysine-specific demethylase 5B (Homo sapiens), Q9UGL1 | KDM5B demethylase, FDH-coupled NADH fluorescence (FDH is formaldehyde dehydrogenase) | Potency, µM (top dose mostly 57.7 µM), without a hit: top-dose activity change, negative = inhibition, usual class: inhibitors | 2.6% of 220,000 active | AID 1347165, 2019; active = well fitted inhibition curve with a large enough effect; inconclusive = small, poorly fitted or top-dose-only effect; inactive = no such curve, though single readings can be large or run the other way; also: 0% is about no effect; nearly all actives have a fitted effect of over 70% in size
Target sequence (Q9UGL1 whole entry, looked up): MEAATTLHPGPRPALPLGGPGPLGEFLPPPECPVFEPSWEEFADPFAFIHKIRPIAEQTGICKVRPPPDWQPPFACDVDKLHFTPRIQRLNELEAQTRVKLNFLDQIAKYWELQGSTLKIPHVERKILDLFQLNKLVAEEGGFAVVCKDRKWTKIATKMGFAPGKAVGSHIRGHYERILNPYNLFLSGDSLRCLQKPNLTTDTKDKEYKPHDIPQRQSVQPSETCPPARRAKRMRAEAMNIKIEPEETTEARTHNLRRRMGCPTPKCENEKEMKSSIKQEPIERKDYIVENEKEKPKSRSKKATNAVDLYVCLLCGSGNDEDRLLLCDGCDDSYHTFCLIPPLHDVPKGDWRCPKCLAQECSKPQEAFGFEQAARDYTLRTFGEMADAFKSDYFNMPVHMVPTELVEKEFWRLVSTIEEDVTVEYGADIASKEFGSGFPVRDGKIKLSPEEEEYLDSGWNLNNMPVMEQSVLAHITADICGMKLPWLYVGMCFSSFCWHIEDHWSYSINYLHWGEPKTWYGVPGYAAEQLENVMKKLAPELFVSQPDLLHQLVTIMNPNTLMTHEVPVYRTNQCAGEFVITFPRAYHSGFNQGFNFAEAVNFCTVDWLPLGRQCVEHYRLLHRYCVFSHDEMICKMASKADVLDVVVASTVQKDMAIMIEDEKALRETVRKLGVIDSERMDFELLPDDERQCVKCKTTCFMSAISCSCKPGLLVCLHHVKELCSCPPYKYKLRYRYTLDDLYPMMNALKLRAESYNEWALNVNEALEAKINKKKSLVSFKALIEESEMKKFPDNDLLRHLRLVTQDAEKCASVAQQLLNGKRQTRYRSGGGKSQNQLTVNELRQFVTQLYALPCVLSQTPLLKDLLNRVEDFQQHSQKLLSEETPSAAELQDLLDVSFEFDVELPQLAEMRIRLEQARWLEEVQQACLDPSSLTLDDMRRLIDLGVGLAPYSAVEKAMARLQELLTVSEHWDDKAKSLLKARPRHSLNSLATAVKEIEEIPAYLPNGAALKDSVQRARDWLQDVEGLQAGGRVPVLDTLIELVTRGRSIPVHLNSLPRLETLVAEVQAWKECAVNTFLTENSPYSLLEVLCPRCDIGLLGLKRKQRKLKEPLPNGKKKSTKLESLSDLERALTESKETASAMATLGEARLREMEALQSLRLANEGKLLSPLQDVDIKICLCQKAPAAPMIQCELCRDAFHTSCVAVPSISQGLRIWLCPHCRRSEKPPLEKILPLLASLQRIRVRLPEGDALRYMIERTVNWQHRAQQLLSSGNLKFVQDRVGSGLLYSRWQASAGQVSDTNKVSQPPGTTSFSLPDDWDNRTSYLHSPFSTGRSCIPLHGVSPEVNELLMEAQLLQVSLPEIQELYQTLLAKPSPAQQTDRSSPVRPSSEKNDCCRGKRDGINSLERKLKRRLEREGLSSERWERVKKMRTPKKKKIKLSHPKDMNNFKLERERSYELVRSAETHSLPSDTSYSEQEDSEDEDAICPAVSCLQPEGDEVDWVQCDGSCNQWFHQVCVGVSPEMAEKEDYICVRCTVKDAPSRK
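KDM5BΔAP (200 nM final) in 50 mM HEPES pH 7.5, 0.01% Tween-20 was preincubated 10 min at RT with compound over a concentration range. Substrate mix (H3K4me3 12.5 µM, α-KG 25 µM, Fe²⁺, ascorbate, NAD⁺, FDH) was added, and NADH fluorescence change over 30 min gave dose-response curves.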
Numbers without * were called inactive; ? = inconclusive; & = joins results of further samples; [ ] = dose if it differs, or a comment. Potency is read from the fitted curve at half-maximal effect.

KDM5B inh | SMILES
19.3% | COc1ccc(N2C(=O)CCS2(=O)=O)cc1S(=O)(=O)N1CCC(C)CC1
? | O=C(CCC[C@@H]1[C@H]2CCCN3CCC[C@@H](CN1Cc1cccnc1)[C@@H]23)N1CCN(C2CCCC2)CC1
-0.6% | CCOC(=O)c1c(C)c(-c2ccccc2)n(CC(=O)Nc2ccc(OCC)cc2)c1C
-22.6% | CC1CCN(CCNC(=O)C2CCN(CC(F)(F)F)CC2)CC1
? | CCC1CCCCN1C(=O)Cn1c(=O)n(-c2ccccc2)c(=O)c2sccc21 (configuration not stated)
-6.3% | O=C1CCSc2ccc(S(=O)(=O)N[C@H]3C[C@@H]4OCC[C@H]34)cc2N1
? | CCCNC(=O)c1cnn2c(C)c(Cc3c(C)cc(C)cc3C)c(C)nc12
? | Nc1nnnn1NCc1cc(Cl)ccc1OCc1ccccc1Cl
-5.7% | COc1ccccc1C(=O)N1CCc2nc(C)nc(-c3ccc(Cl)cc3)c2C1
-8.6% | C[C@]1(O)CCN(C(=O)c2cccc(Cn3cccn3)c2)C[C@@H]1O
3.1% | CCCNC(=O)Nc1ccc(-c2noc(-c3ccco3)n2)cc1
25.0%[149 µM] | O=C1CC2CCN(C(=O)c3ccc(C(F)(F)F)cc3)CC2CCN1 (configuration not stated)
-10.3% | O=C(N[C@@H]1CN(Cc2cn[nH]c2-c2ccccc2)C[C@H]1CO)C1CC1
-10.1% | CN1[C@H]2CC[C@@H]1CN(C(=O)c1cc(-c3ccc(O)cc3)n[nH]1)CC2
5.2% | Cc1cccc(NC(=S)NNC(=O)c2cccc(C)c2)c1
-22.5% | c1ccc(OCCC2CCNC2)cc1 (configuration not stated)
18.9% | CC(=O)OCc1ccc(C(=O)NC(C)C(N)=O)cc1 (configuration not stated)
-11.4% | O=C(Nc1cccc(C(F)(F)F)c1)N1CCC(n2cnnc2C2CC2)C1 (configuration not stated)
31.6µM* | CN1Cc2ccc(NCc3ccccc3)nc2C(C)(C(=O)NCCOc2ccccc2)C1 (configuration not stated)
5.5% | COc1ccc(CCNc2ncnc3c2CN(c2ccc(C)cc2)C(=O)CN3C)cc1
-9.3% | O=C(OCc1c(F)cccc1Cl)c1ccccc1Nc1ccccc1
-3.8% | O=C(Oc1ccc2c(-c3cc4ccccc4oc3=O)cc(=O)oc2c1)C1CC1
? | Cc1c(C)n(Cc2ccccc2)c2ccc(C(=O)NCCc3ccccc3Cl)cc12
6.9% | Cc1onc(-c2ccccc2)c1-c1csc(COc2ccccc2)n1
-1.8% | O=C(Nc1cccc(C(=O)OCc2cc(=O)n3nc(C4CC4)sc3n2)c1)c1cccc(F)c1

Pulled by structure from the list above:
KDM5B inh | SMILES
-6.3% | O=C1CCSc2ccc(S(=O)(=O)N[C@H]3C[C@@H]4OCC[C@H]34)cc2N1
? | Nc1nnnn1NCc1cc(Cl)ccc1OCc1ccccc1Cl
-8.6% | C[C@]1(O)CCN(C(=O)c2cccc(Cn3cccn3)c2)C[C@@H]1O
-5.7% | COc1ccccc1C(=O)N1CCc2nc(C)nc(-c3ccc(Cl)cc3)c2C1

Further results:
KDM5B inh | SMILES
-6.2% | Cc1noc(-c2ccccc2Cl)c1C(=O)NCCCCc1ccccc1
24.7% | O=C(Nc1ccc(Cc2ccncc2)cc1)C12CC3CC(CC(Br)(C3)C1)C2
-16.1% | COc1cc(SC)ccc1C(=O)N[C@@H]1C=C(C(=O)N[C@@H](Cc2cccs2)C(N)=O)C[C@@H](O)[C@@H]1O
-9.6% | COCC(=O)N[C@H]1C[C@@H](CO)N(Cc2cc(F)c(F)c(F)c2)C1
7.7%&-17.6% | Cc1ccccc1NC(=O)CSCn1nnc2c(=O)[nH]c(Cc3ccc(F)cc3)nc21
2.2% | COc1cc(OC)c(C(=O)N2CC[C@H](CO)[C@@H](O)C2)cc1OC
32.5% | CN(C)c1ccc(C(C(=O)NC2CCCC2)N(C(=O)c2csnn2)C2CC2)cc1 (configuration not stated)
? | CCN(C(=O)c1cc2c(s1)-c1ccccc1OC2)c1cc(Cl)ccc1OC
11.8% | COc1cccc(-c2nc(C(N)=O)c3c(n2)n(-c2ccc4c(c2)OCO4)c(=O)n3C)c1OC
? | CCCOc1ccc(C(=O)Nc2ccc(-c3cc4ccccc4oc3=O)c(C)c2)cc1
11.2% | N#Cc1c(Oc2ccccc2)cc(Oc2ccccc2)cc1SCc1ccccc1
-19.7%[86.2 µM] | O[C@@H]1CCN(Cc2nc(C3(O)CCN(Cc4ccccc4)CC3)cs2)C1
88.4%[activator] | CC(OC(=O)c1cc2c(F)cccc2s1)C(=O)N1CCNC1=O (configuration not stated)
18.2% | CSc1nc2ccc(NC(=O)c3nn(C)c(=O)c4ccccc34)cc2s1
-15.5% | Cc1c(Cl)cccc1NC(=O)C1CCN(S(=O)(=O)c2ccc(N3CCCC3=O)cc2)CC1
-25.3% | Cc1ccc(CSCC(=O)N2CCN(c3cc(Cl)ccc3C)CC2)cc1
-15.6% | CC(C)c1ccc(NC(=O)c2ccc3oc(=O)c(S(=O)(=O)c4ccc(F)cc4)cc3c2)cc1
14.8% | N#Cc1ccccc1NC(=O)c1cc2c(s1)CCCC2
? | C=CCNC(=O)N[C@H]1CO[C@H]2[C@@H]1OC[C@@H]2Nc1nccc(C2CCCC2)n1
? | Cc1cc(C)cc(N(CC(=O)NCc2ccc(F)cc2)C(=O)c2snc(C(N)=O)c2N)c1
? | Cc1cc2nc(CSc3nc4ccc(NC(=O)c5ccccc5)cc4s3)cc(=O)n2o1
24.8% | CCCN(CC1CCOC1)S(=O)(=O)c1cc(F)ccc1OC (configuration not stated)
-9.7% | COc1cc(CN2C[C@@H](CO)[C@H](NC(=O)c3cccnc3)C2)ccc1F
? | O=C1CCN(C(=O)C2CCN(C(=O)c3ccc4ccccc4n3)CC2)CCCCCCN1
-3.2% | O=S(=O)(Nc1c(O)ccc2ccccc12)c1ccccc1
18.2%[115 µM] | O=C(C1CC1)N1CCCC2(CN[S+](=O)([O-])c3cccnc3O2)C1 (configuration not stated)
-15.0% | O=C(O)c1ccc(CC2CCN(C(=O)CCn3cccc3)C2)cc1 (configuration not stated)
-13.7% | COc1ncccc1CNC(=O)Nc1nnc(C2CC2)s1
-23.0% | COc1cc(OC)c(NC(=O)C(NS(=O)(=O)c2cccc3nsnc23)c2ccccc2)cc1Cl (configuration not stated)
? | COC1CCN(c2ccc3nnc(-c4ccccn4)n3n2)CC1
-16.3% | N#Cc1cccc(NCc2c(F)cccc2Cl)c1
-1.3% | CC(C)(C)c1nnc(Nc2cc(Cl)ccc2Cl)[nH]c1=O
-4.4% | CCSC1=N/C(=C\c2cc(C(C)(C)C)c(O)c(C(C)(C)C)c2)C(=O)S1
0.0% | CCC(C)NC(=O)C1CCN(C(=O)c2nnn3c2COC(c2ccc(C)cc2)C3)CC1 (configuration not stated)
15.0% | COc1cc(CN2CCC(CO)(CN3CCCC3)CC2)ccc1F
-20.0% | O=C(C[C@H]1NC(=O)c2ccccc2NC1=O)Nc1ccc(C(F)(F)F)cc1
-16.2% | Cc1ccc(-c2nc(SCC(=O)N3CCc4ccccc43)c3c(=O)n(C)c(=O)n(C)c3n2)cc1
12.1% | COc1cc2c(cc1OC)CN(C(=O)CCc1ncc(-c3ccc(Cl)cc3)o1)CC2
-0.7% | Cn1ccnc1CN1CCN(C(=O)[C@H]2CNC[C@H](C(=O)N3CCOCC3)C2)CC1
-30.0% | CCOc1cccc(CNCCNC(=O)c2nonc2N)c1
-6.5% | Cc1cc(C)cc(N2C(=O)CC(c3ccc(C(F)(F)F)cc3)C3=C2COC3=O)c1 (configuration not stated)
-24.5%[86.2 µM] | CNC(=O)CCn1ncc2cc(OCc3ccccc3-c3cccnc3)ccc21
21.0% | Cc1cccc(C)c1OCC(=O)NCc1ccc(Cn2cccn2)cc1
4.8% | COc1ccc(C(C)=O)cc1CS(=O)(=O)Cc1ccccc1F
-25.5% | COc1ccc(OCC(=O)Nc2cccc(C(=O)OCc3cc(=O)n4nc(C)sc4n3)c2)cc1
? | COc1cc(CN2Cc3ccccc3C2)ccc1OCC(O)CN1CCOCC1 (configuration not stated)
? | Nc1oc2ccccc2c(=O)c1-c1cccc2ccccc12
? | COc1ccc(CNC(=O)c2cnc3sc(N4CCCC4)nn3c2=O)cc1OC
-5.4% | Cn1cnnc1SCc1coc(-c2cccc(Cl)c2)n1
-17.5% | Cc1ccc(NC(=O)/C(C#N)=C\c2ccc(OC(F)F)cc2)c(C)c1

Given in markdown: part of the list above.
| compound | KDM5B inh |
| --- | --- |
| COc1cc(CN2CCC(CO)(CN3CCCC3)CC2)ccc1F | 15.0% |
| O=C(C[C@H]1NC(=O)c2ccccc2NC1=O)Nc1ccc(C(F)(F)F)cc1 | -20.0% |
| Cc1ccc(-c2nc(SCC(=O)N3CCc4ccccc43)c3c(=O)n(C)c(=O)n(C)c3n2)cc1 | -16.2% |
| COc1cc2c(cc1OC)CN(C(=O)CCc1ncc(-c3ccc(Cl)cc3)o1)CC2 | 12.1% |
| Cn1ccnc1CN1CCN(C(=O)[C@H]2CNC[C@H](C(=O)N3CCOCC3)C2)CC1 | -0.7% |

Next part
KDM5B inh | SMILES
-11.1% | Cc1ccc(C)c(CN2CCCN(Cc3ccc(F)cc3)S2(=O)=O)c1
-16.4% | O=C(C1CCCCC1)N(Cc1cccs1)C1CC1
-22.9% | CCOC(=O)C1CCCN(C(=O)c2ccc3c(c2)N(Cc2cccc(Cl)c2)C(=O)c2ccccc2S3(=O)=O)C1 (configuration not stated)
10.6% | Cn1c(=O)c2c(ncn2CC(=O)c2ccc(O)cc2)n(C)c1=O
-16.8% | COc1cc(NC(=O)c2nc3ccccc3nc2N2CCCCC2)cc(OC)c1OC
27.4% | CSc1ccccc1C(=O)N1CCC(CCC(=O)NCc2ccc(F)cc2)CC1
8.2% | COc1ccc(C2(c3ccc(OC)cc3)NC(=O)N(CC(=O)NC(C)C)C2=O)cc1
-20.9% | COc1ccc(C2CC(=O)Nc3c2c(=O)[nH]c2ncnn32)cc1OC (configuration not stated)
-16.8% | CC(C)NC(=O)c1nccnc1C(=O)O
7.6% | CN(CCOC(=O)c1cc2ccccc2o1)C1CN(Cc2cn(Cc3ccccc3C(F)(F)F)nn2)S(=O)(=O)C1 (configuration not stated)
11.8% | S=C1NCN(Cc2ccccc2)CN1
1.0%[86.2 µM] | Clc1cc(NCc2cccs2)n2nccc2n1
29.7% | CCCNC(=O)N(C1CCOCC1)C1CCN(C(=O)c2ccc(Cl)cc2OC)CC1
17.8% | CC(=O)c1sc(-c2ccc(F)cc2)cc1NS(=O)(=O)c1ccccc1
-12.5% | O=C(CCC1CCCN(S(=O)(=O)c2ccc(F)cc2)C1)NC1CCS(=O)(=O)C1 (configuration not stated)
22.2% | O=C(Nc1ccc(S(=O)(=O)N2CCCCC2)cc1)C1CCN(C(=O)c2ccco2)CC1
-8.4% | CCOC(=O)c1csc(C)c1-c1ccccc1
-15.0% | O=C(Nc1cccc(Cl)c1F)C1CC(=O)N(C2CCCC2)C1 (configuration not stated)
12.2% | Cc1ccc(N=C2C=CC(C)(C(Cl)(Cl)Cl)C=C2)cc1C (configuration not stated)
-10.6% | O=C(CCc1ncc(-c2ccccc2F)o1)Nc1ccccc1Oc1ccccc1
-7.6%[115 µM] | O=C(O)CCC(=O)N1Cc2ccccc2CC2(CCCCN2Cc2ccncc2)C1 (configuration not stated)
-27.8% | CCOc1ccccc1NC(=O)c1nnn(CC(=O)Nc2ccc(OC)c(OC)c2)c1N
-35.0% | Cc1cccc(C(=O)N2CCC3(CC2)OCC(C(=O)N2CCCC2)N3C(=O)c2ccc(F)cc2)c1 (configuration not stated)
17.0% | O=C(NCCCCc1ccccc1)c1ccccc1Br
34.5% | COc1ccccc1C(=O)N1CCn2c(nnc2C2CCCNC2)C1 (configuration not stated)
16.2% | Cc1nn(Cc2ccccc2)c(C)c1CNS(=O)(=O)c1ccc(F)cc1
4.2% | CC(=O)c1sc(Nc2ccc(C#N)cc2)nc1C
-11.5% | Cc1ccn(CC(=O)N2CCCCCCNC(=O)[C@@H]3CCCC[C@@H]32)n1
-9.8% | COC[C@@H]1CN(C(=O)Cn2nc(C)cc2C)C[C@H]1c1ccncc1
-6.8% | CCOC(=O)C1CCN(Cc2cc(=O)oc3ccc(O)cc23)CC1
-16.1% | O=C(O)CCCN1CCCC1
-14.6%[115 µM] | O=[S+]1([O-])NCC2(CCN(Cc3cccs3)CC2)Oc2ncccc21
10.2% | O=c1cc(-c2ccccc2)sc2nnc(-c3ccccc3F)n12
-4.3% | CCC(=O)NC1(C(F)(F)F)C(=O)NC(C)=C1C#N (configuration not stated)
? | CCN(CC)C(=O)C(C)[C@@H]1CC[C@@]2(C)CC[C@H](NC(=O)c3cnccn3)[C@@H](C)[C@@H]2[C@H]1O (some centres not stated)
25.0% | CCCN1CCN(CCCNC(=O)CCn2nc(-c3ccccc3)ccc2=O)CC1
-19.5% | CCN(CC)S(=O)(=O)c1nnc(NC(=O)COc2ccc(C)cc2)s1
13.5%[86.2 µM] | CCN(CC)Cc1nc(C2(O)CCN(CC3CC3)CC2)cs1
14.8% | CNC(=O)c1ccc(CN(C)C(=O)CCc2ncc(-c3ccccc3F)o2)cc1
-14.1% | CC(C)n1cnnc1CC1CCCN(C(=O)COc2ccccc2)C1 (configuration not stated)
28.2µM* | O=C1CC(c2ccccc2)N(C(=O)C2CC2)CCCN(C(=O)c2ccc3cc[nH]c3c2)CCN1 (configuration not stated)
1.6% | Cc1ccc(-c2csc(Nc3ccccn3)n2)c(C)c1
16.2% | CCc1ccc(N(CC(=O)NCc2ccco2)C(=O)CCC(=O)Nc2nccs2)cc1
? | Cc1nc(N2CCC(NC(=O)Cc3ccc(Cl)cc3)CC2)cc(C(F)(F)F)n1
-2.4% | O=C(O)c1ccc(CNCCCN2CCOCC2)cc1

Not all compounds are listed, so the mix of outcomes need not match the whole.
